Screening results deposited in PubChem by several laboratories.
EP2 modulator: EP2 receptor (human) modulation; P43116; EP2-expressing cells, cAMP HTRF FRET, PGE2 co-stimulation; induction, % at 25 µM; 260,000 tested, 0.83% active;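 active = compounds whose cAMP rise, as percent of the full-agonist control response, exceeds 60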;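 also: rat C6 glioma line stably carrying human EP2 under a CMV promoter; the protocol text gives 20 µM as final concentration; 100% = response of wells given 1 µM PGE2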
Target sequence (P43116 whole entry, looked up): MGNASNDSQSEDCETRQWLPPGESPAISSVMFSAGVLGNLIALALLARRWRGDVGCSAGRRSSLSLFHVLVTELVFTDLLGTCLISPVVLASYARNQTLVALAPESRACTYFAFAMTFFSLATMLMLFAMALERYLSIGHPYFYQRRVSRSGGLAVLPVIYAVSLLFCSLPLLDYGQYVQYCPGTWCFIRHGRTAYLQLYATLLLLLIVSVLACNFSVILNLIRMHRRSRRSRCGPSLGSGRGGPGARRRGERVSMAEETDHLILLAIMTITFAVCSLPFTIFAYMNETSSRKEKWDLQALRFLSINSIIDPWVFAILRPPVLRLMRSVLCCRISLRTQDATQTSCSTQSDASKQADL
Ba/F3 V617F tox: lowers viability of Ba/F3 cells expressing EpoR and JAK2V617F | ATP luminescence | inhibition, % at 5.6 µM | 220,000 tested, 1.1% active | AID 1446;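 active = inhibition above the campaign mean plus 3 SD over all tested compounds, cut at about 24% in these data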;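 also: cytokine-independent growth of Ba/F3 cells driven by EpoR plus mutant JAK2; 0% = DMSO-treated cells and 100% = JAK inhibitor I control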
m-calpain inh: inhibitors of pig calpain II; purified calpain II, fluorogenic peptide substrate, 30 min; inhibition, % at 16 µM; AID 1236; 220,000 tested, 0.37% active;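 active = inhibition above about 50%, limit read from the data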
PERK inhibitor: human PERK inhibition, primary cell-based screen | AID 1416 | CHO PERK-DD fusion, SEAP luminescence translation reporter | 220,000 tested, 0.17% active | Q9NZJ5 | inhibition, % at 5.6 µM;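 active = inhibition above the mean inhibition of all tested compounds plus 3 SD, set separately per screening campaign, cut at about 2.9% in these data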;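 also: PERK kinase domain activated by AP20187 dimerizer at 100 nM; 0% = DMSO with dimerizer and 100% = rapamycin at 8.4 µM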
S1P4 agonist: activates the human S1P4 receptor; O95977; S1P4-expressing cell line, agonist reporter assay; activation, % at 4.98 µM; 220,000 tested, 0.35% active; in the data active = activation above about 11%;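 also: 0% = DMSO vehicle and 100% = reference agonist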
Target sequence (O95977 whole entry, looked up): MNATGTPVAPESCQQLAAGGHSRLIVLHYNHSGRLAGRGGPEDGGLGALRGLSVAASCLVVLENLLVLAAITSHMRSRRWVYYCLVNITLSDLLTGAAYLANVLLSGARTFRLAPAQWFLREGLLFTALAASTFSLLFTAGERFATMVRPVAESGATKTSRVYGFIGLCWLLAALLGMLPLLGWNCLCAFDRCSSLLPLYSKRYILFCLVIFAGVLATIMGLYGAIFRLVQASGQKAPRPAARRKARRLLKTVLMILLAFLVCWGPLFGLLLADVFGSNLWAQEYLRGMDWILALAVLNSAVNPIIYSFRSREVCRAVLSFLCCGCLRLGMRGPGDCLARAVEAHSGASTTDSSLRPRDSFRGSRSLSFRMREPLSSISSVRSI
S1P4 antagonist: antagonists of human S1P4 receptor. S1P4-expressing cells, antagonist mode, reporter read-out. inhibition, % at 4.98 µM. 220,000 tested, 0.26% active. AID 1510; in the data active = inhibition above about 29%;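 also: 0% = wells stimulated with agonist and 100% = vehicle wells without agonist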
BaF3 tox: parental Ba/F3 viability inhibition as JAK2V617F counter-screen; inhibition, % at 5.6 µM; CellTiter-Glo ATP luminescence; 220,000 tested, 1.1% active;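 active = inhibition above a per-campaign cutoff, the mean inhibition of all tested compounds plus 3 SD, cut at about 27% in these data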;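 also: 0% = DMSO wells and 100% = JAK Inhibitor I control wells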
TRPML3 ag: activates the human TRPML3 channel; Q8TDD5; HEK293 TRPML3-YFP, Fluo-8 calcium fluorescence; 100% = the carbachol control signal; activation, % at 3 µM; 220,000 tested, 0.29% active;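 active = activation above its plate's cutoff, the mean activation of the plate's test wells plus 3 SD, cut at about 12% in these data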;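 also: 0% = DMSO only wells and 100% = carbachol wells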
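Test system: TRPML3-YFP stable HEK293 cells. Doses: single point at 3 µM. Incubation: dye loading 1 h 37 °C then 30 min ambient, 125 s read. Signal: Fluo-8 calcium dye fluorescence, ex 470-495, em 515-575 nm. Measure: percent activation from peak-to-basal fluorescence ratio, scaled between DMSO and carbachol.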
TRPN1 ag: agonists of zebrafish TRPN1 channel. HEK293 zebrafish TRPN1-YFP, Fluo-8 calcium fluorescence; 100% = response to 87 µM carbachol. activation, % at 3 µM. 220,000 tested, 0.18% active;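 active = activation above its plate's cutoff, the mean activation of test wells on that plate plus 3 SD, cut at about 19% in these data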;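 also: 0% = DMSO alone and 100% = 87 µM carbachol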
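Material: zebrafish TRPN1-YFP in HEK293 cells; Doses: single test compound dose, 3 µM nominal, 0.3% DMSO; Timing: dye loading 1 h at 37 °C, then 30 min room temperature; Technique: intracellular calcium fluorescence with Fluo-8; Benchmarks: high carbachol 87 µM, low DMSO alone.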
* marks the source's active call; other numbers are inactive results; i = inactive; & = joins results of further samples; ! = repeats disagree. The list is partial (hit frequency here may not be typical).

SMILES	EP2 modulator	Ba/F3 V617F tox	m-calpain inh	PERK inhibitor	S1P4 agonist	S1P4 antagonist	BaF3 tox	TRPML3 ag	TRPN1 ag
CN(C)CCc1nc2ccccc2c(=O)n1-c1ccccc1	11	0	-23	-1.1	2.1	-31	2	0.1	-0.3
CC(C)(C)OC(=O)c1c(N)n(Cc2ccco2)c2nc3ccccc3nc12	20	2	i	-1.2	3.4	7	5	0.7	1.2
CN(C)C(Cc1ccc(Cl)cc1)C(=O)c1ccccc1 (stereo not drawn)	18	0	18	0.2	5.0	-6	11	0.1	0.2
CCN(CC)C(=O)c1ccc(NC(=O)c2cc(-n3cnnc3)ccc2Cl)cc1	13	-3	10	1.2	-1.3	4	-1	0.5	0.1
CC1=CC(C)C(COC(N)=O)(COC(N)=O)C(C)C1 (stereo not drawn)	-29	3	-8	2.2	0.2	-11	5	-0.1	0.3
CCC(=NCC1CCCO1)c1c(O)n(-c2ccc(OC)cc2)c(=O)[nH]c1=O (stereo not drawn)	1	-4	14	0.1	-1.8	-8	4	0.1	0.6
O=P(O)(O)Cc1ccccc1OP(=O)(c1ccccc1)c1ccccc1	11	1	-14	0.5	1.6	7	4	1.1	0.2
CC(=NCCN1CCOCC1)c1c(O)n(-c2ccccc2C)c(=O)[nH]c1=O	8	-1	22	1.0	1.2	-5	7	0.7	1.4
Cc1ccnc(NS(=O)(=O)c2ccc(N=Cc3c(O)n(C)c(=O)n(C)c3=O)cc2)n1	-3	-3	-28	-0.2	0.9	-14	5	0.1	1.3
COc1ccccc1N1C(=O)NC(=O)/C(=C/c2ccc([N+](=O)[O-])s2)C1=O	-31	-1	-22	0.6	-0.5	-3	3	1.0	1.4
CCN1CCN(c2ccc([N+](=O)[O-])cc2C(=O)OC)CC1	4	-2	34	0.2	0.9	-16	4	1.0	0.5
COC(=O)C1=CCCN(C)C1	7&9&23	-4	-21	1.1	-0.1	-16	3	20*	5.9
COc1ccc(C2(C#N)CC[N+](C)(C)CC2)cc1	0&8	3	-34	1.7	0.7	-20	7	0.1	-1.6
O=C(NCc1ccccn1)c1ccccc1Cl	25	-1	12	-0.3	-0.1	-12	5	0.7	-0.9
CN1CC(C(=O)c2ccc(F)cc2)C(c2c(F)cccc2Cl)C1 (stereo not drawn)	-12	1	33	-0.1	0.7	4	6	1.0	-1.1
NCC(CC(=O)O)c1ccc(Cl)cc1 (stereo not drawn)	11&7&-4	-4	5	0.9	-2.9	-14	0	0.5	-0.5
O=C(NC1CCCCC1)Oc1cc2oc(=O)sc2cc1Cl	-29	1	1	-1.6	-0.3	17	2	0.2	1.4
CC(=O)N1CN(C(C)=O)CN(C(C)=O)C1	25	-3	-12	0.6	-0.6	-10	-2	0.6	0.9
CC(=O)Nc1ccccc1C(=O)OCc1ccccc1F	5	5	17	0.0	1.0	-31	-1	-1.4	-0.3
CCS(=O)(=O)N1CCCC(C(=O)N2CCC3(CC2)OCCO3)C1 (stereo not drawn)	14	-2	-6	1.1	1.6	-34	2	0.4	1.7
Cn1c(O)c(C(=Nc2ccccc2)SCc2ccccc2Cl)c(=O)n(C)c1=O	24	-4	1	0.1	-2.8	11	0	1.6	0.7
O=C1NC(=O)C(CCc2ccccn2)(Cc2ccc3c(c2)OCO3)C(=O)N1CCc1ccccc1 (stereo not drawn)	49	0	-25	-1.4	-0.3	-4	2	-0.2	-1.1
Cn1c(O)c(C=NC2CC(C)(C)NC(C)(C)C2)c(=O)n(C)c1=O	35	-1	-12	0.8	-0.3	-7	5	0.6	1.1
CCOc1ccc(NC(=O)c2ccc(NC(=O)COC(=O)Cc3ccccc3)cc2)cc1	11	2	23	-0.3	0.1	-8	9	0.6	0.3
O=C(c1ccccc1)c1cn(CC(=O)N2CCOCC2)c2ccccc12	11	-3	10	-0.4	2.1	1	2	-0.2	-0.3
Continuation.
SMILES	EP2 modulator	Ba/F3 V617F tox	m-calpain inh	PERK inhibitor	S1P4 agonist	S1P4 antagonist	BaF3 tox	TRPML3 ag	TRPN1 ag
C/C(CC(c1ccccc1)c1c(O)c2ccccc2oc1=O)=N\NC(N)=S (stereo not drawn)	30	0	-9	-0.2	-0.4	2	7	0.4	-0.4
CC(C)NS(=O)(=O)c1ccc(OCC(=O)N2CCN(Cc3ccc4c(c3)OCO4)CC2)c(Cl)c1	1	10	11	-1.1	-2.7	10	13	2.2	4.7
C[N+]1(C)CCOC(O)(c2ccc(-c3ccc(C4(O)C[N+](C)(C)CCO4)cc3)cc2)C1 (stereo not drawn)	76*!	-5	-3	1.0	-1.1	0	0	0.7	0.2
CCNC(=S)N1CCn2cccc2C1c1cccnc1 (stereo not drawn)	-14	-5	-1	-0.7	0.5	3	-3	0.6	-0.4
CCC(=NCCC(c1ccccc1)c1ccccc1)c1c(O)n(C)c(=O)n(C)c1=O	34	1	10	1.2	5.0	-9	11	-0.4	-0.7
CCOP(=O)(Cc1cc(C(C)=O)c(C)o1)OCC	-10	-1	-11	1.3	0.5	-10	0	1.0	1.3
CC(C)(C)NC(=S)/N=C(\N)N[N+](=O)[O-]	-11	1	34	1.5	-0.5	9	0	1.1	0.5
CC(N=Cc1c(O)[nH]c(=O)[nH]c1=O)c1ccccc1 (stereo not drawn)	29	-1	-1	0.5	1.3	-22	5	0.7	0.5
Cc1cccc(N2C(=O)NC(=O)/C(=C/c3cc4c(cc3[N+](=O)[O-])OCO4)C2=O)c1	-60	-2	-17	1.8	1.0	9	0	1.4	2.1
CC1CN=C(NCc2ccccc2)S1 (stereo not drawn)	22	-4	-5	-0.2	2.4	-9	3	0.4	-0.5
O=C(Nc1ccccc1)Oc1ccccc1	-8	-3	34	0.9	-1.1	15	3	0.7	-0.6
CNC(=O)O/N=C(\N)Cc1csc2ccc(Cl)cc12	21	1	-24	0.3	1.0	-4	3	-0.3	1.1
CC1(C)CC(=O)C(C=NCCN2CCN(C(=O)Cc3ccc(F)cc3)CC2)=C(O)C1	-1	-1	10	0.9	-0.6	-20	11	1.0	0.4
CCCCn1c(O)c(C(C)=NCc2ccc(F)cc2)c(=O)[nH]c1=O	-1	-1	0	0.2	1.4	3	4	-0.1	-0.1
COc1ccc(NC(c2ccccc2F)P(=O)(Oc2ccccc2)Oc2ccccc2)cc1 (stereo not drawn)	53	-3	8	0.4	1.0	-12	2	0.4	-0.6
COc1cc(/C=N/NC(=O)Cn2c([N+](=O)[O-])cnc2C)ccc1OC(=O)N(C)C	10	-5	13	1.7	0.1	-3	1	0.3	-0.5
CN(C)CC1CCCCC1OC(=O)c1ccc(Cl)c(Cl)c1 (stereo not drawn)	-27	-2	1	-1.1	-0.5	-17	4	1.3	0.5
O=c1c2ccccc2nc(C[n+]2ccccc2)n1-c1cccc(C(F)(F)F)c1	-10	4	22	0.3	2.6	-6	4	0.4	0.2
CCOC(=O)c1sc(/N=C/c2c(O)n(-c3cccc(C)c3)c(=O)[nH]c2=O)c(C#N)c1C	38	-1	8	0.6	1.3	-14	3	0.2	-0.9
Cc1ccc(CC(=O)N2CCN(Cc3ccccc3)CC2)cc1	-32	-1	14	0.1	-0.8	4	8	0.8	-1.2
CCC(COC(=O)NC)NC(=O)Oc1ccccc1 (stereo not drawn)	1	-1	-16	0.6	0.3	1	1	1.2	1.6
Cc1ccsc1C(=O)C1CCCN(Cc2cc(C(C)C)n[nH]2)C1 (stereo not drawn)	7	-4	-15	-0.1	1.0	-9	1	-0.1	-1.6
Cn1c(NN=O)nc2ccccc21	-40&-19	0	-6	0.0	2.1	3	4	0.3	0.7

Of the compounds above, these have a carbonyl joined to an NH by a bond outside any ring.
SMILES	EP2 modulator	Ba/F3 V617F tox	m-calpain inh	PERK inhibitor	S1P4 agonist	S1P4 antagonist	BaF3 tox	TRPML3 ag	TRPN1 ag
CCN(CC)C(=O)c1ccc(NC(=O)c2cc(-n3cnnc3)ccc2Cl)cc1	13	-3	10	1.2	-1.3	4	-1	0.5	0.1
CC1=CC(C)C(COC(N)=O)(COC(N)=O)C(C)C1 (stereo not drawn)	-29	3	-8	2.2	0.2	-11	5	-0.1	0.3
O=C(NCc1ccccn1)c1ccccc1Cl	25	-1	12	-0.3	-0.1	-12	5	0.7	-0.9
O=C(NC1CCCCC1)Oc1cc2oc(=O)sc2cc1Cl	-29	1	1	-1.6	-0.3	17	2	0.2	1.4
CC(=O)Nc1ccccc1C(=O)OCc1ccccc1F	5	5	17	0.0	1.0	-31	-1	-1.4	-0.3
CCOc1ccc(NC(=O)c2ccc(NC(=O)COC(=O)Cc3ccccc3)cc2)cc1	11	2	23	-0.3	0.1	-8	9	0.6	0.3
O=C(Nc1ccccc1)Oc1ccccc1	-8	-3	34	0.9	-1.1	15	3	0.7	-0.6
CNC(=O)O/N=C(\N)Cc1csc2ccc(Cl)cc12	21	1	-24	0.3	1.0	-4	3	-0.3	1.1
COc1cc(/C=N/NC(=O)Cn2c([N+](=O)[O-])cnc2C)ccc1OC(=O)N(C)C	10	-5	13	1.7	0.1	-3	1	0.3	-0.5
CCC(COC(=O)NC)NC(=O)Oc1ccccc1 (stereo not drawn)	1	-1	-16	0.6	0.3	1	1	1.2	1.6
